# PLCg1 inh = PLC-gamma1 enzyme inhibitors, primary screen, biochemical, fluorescence, purified enzyme | fluorogenic substrate | 1-phosphatidylinositol 4,5-bisphosphate phosphodiesterase gamma-1 (Homo sapiens), P19174 | inhibition, % at 12.2 µM | AID 720700, 2013 | 0.84% of 370,000 active; in the data active means inhibition above about 9.5%
# Tn6 DDE FP = inhibitors of Tn6 peptide binding to fibrin DD(E), primary screen, biochemical, fluorescence polarization, human fibrin, Tn6 probe; Fibrinogen beta chain (Homo sapiens), P02675; Fibrin DD(E) TRITC-Tn6 fluorescence polarization displacement; inhibition, % at 8.3 µM; 0.21% of 370,000 active; AID 720509, 2013;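 active means inhibition above a per-campaign cutoff: mean of compounds within control limits plus 3 SD, cut at about 15% in these data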;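 further: 0% = median of all compound wells on the plate and 100% = blocking peptide control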
# Target sequence (P02675 whole entry, looked up): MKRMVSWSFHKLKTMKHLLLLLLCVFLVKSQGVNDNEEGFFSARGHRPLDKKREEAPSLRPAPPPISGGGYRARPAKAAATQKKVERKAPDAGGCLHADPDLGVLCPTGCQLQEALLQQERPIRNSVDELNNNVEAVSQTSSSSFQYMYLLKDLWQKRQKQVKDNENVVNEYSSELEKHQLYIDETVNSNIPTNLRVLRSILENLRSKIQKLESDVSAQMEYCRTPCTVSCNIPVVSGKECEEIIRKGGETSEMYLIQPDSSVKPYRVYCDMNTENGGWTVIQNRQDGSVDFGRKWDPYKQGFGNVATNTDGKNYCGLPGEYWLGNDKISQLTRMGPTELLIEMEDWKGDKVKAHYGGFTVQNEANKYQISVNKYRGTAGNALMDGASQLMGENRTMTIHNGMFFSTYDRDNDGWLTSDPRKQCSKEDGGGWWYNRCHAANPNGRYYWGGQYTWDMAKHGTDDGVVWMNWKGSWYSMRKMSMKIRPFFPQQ
# PLC-beta3 inh = human PLC-beta3 inhibitors, primary screen, biochemical, fluorescence | AID 720704, 2013 | inhibition, % at 12.2 µM | 0.18% of 370,000 active | Purified PLC-beta3, fluorogenic substrate; in the data active means inhibition above about 11%;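 further: 0% = median of compound wells on plate and 100% = full blocker control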
# NR1D1 modulator = modulators of Rev-erb alpha DNA binding, primary screen, biochemical, FITC-DNA, fluorescence polarization, uHTS. 0.79% of 370,000 active. activity, % at 10 µM. Rev-erbα–FITC-DNA binding, 90 min. Nuclear receptor subfamily 1 group D member 1 (Homo sapiens), P20393;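 active means activity above about 14%, limit read from the data; passing the limit was not always enough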;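 further: 0% = DMSO wells with 35 nM protein and 100% = DMSO wells with 750 nM protein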
# ARFGAP1 inh = inhibitors of rat ARFGAP1 GAP activity, primary screen, biochemical, fluorescence polarization, GDP tracer; ADP-ribosylation factor GTPase-activating protein 1 (Rattus norvegicus), Q62848; AID 651572, 2012; 0.26% of 360,000 active; Arfgap1-stimulated ARF1 GTP hydrolysis, GDP FP detection; inhibition, % at 16.5 µM;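 active means inhibition above a per-plate limit, mean inhibition of low control wells plus 3 SD, cut at about 25% in these data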;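 further: 0% = DMSO wells with enzyme and 100% = wells lacking Arfgap1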
#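 material = rat Arfgap1 catalytic domain, aa 1-136 | also added = human ARF1(Δ1-17)-GTP substrate | compound dosing = one concentration, 16.5 µM, DMSO 1.26% | times = GTP hydrolysis reaction 2 h at 25 °C | measured by = FP, GDP Alexa 633 tracer displaced from anti-GDP antibody, 620/688 nm | evaluation = percent inhibition of Arfgap1-stimulated GTP hydrolysis | replication = single well per compound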
# DDE Tn7 FP inh = inhibitors of Tn7 peptide binding to fibrin DD(E), primary screen, biochemical, fluorescence polarization, human fibrin, Tn7 probe; Fibrinogen beta chain (Homo sapiens), P02675; FP displacement of FITC-Tn7 peptide from fibrin DD(E); 0% = median of compound wells per plate; inhibition, % at 8.3 µM; 0.13% of 370,000 active;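 active means inhibition above the mean of compounds falling within the control limits plus 3 SD of them, cut at about 14% in these data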;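 further: 0% = plate median of compound wells and 100% = 10 µM Aha-Tn7 peptide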
#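 Test system: human clot-derived fibrin DD(E) complex / Quantity: 2 µM final DD(E) protein / Incubation: 10 min plus 3 h, room temperature / Measured by: fluorescence polarization / Benchmarks: high control of 10 µM Aha-Tn7 peptide / Replicates: singlicate testing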
# UHRF1 MBD2 ctr = UHRF1 methylated DNA binding inhibitors, primary screen, counter-screen for MBD2 inhibitor project, biochemical, TR-FRET, human UHRF1, single concentration; UHRF1 binding to methylated oligo; inhibition, % at 4.4 µM; 0.75% of 370,000 active; in the data active means inhibition above about 21%;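 further: UHRF1 SRA domain binding a hemimethylated CpG hairpin DNA probe; 0% = median of test compound wells and 100% = reference inhibitor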
# ASAP1 GAP inh = inhibitors of human ASAP1 ArfGAP activity, primary screen, biochemical, fluorescence polarization; Arf-GAP with SH3 domain, ANK repeat and PH domain-containing protein 1 (Homo sapiens), …; ASAP1-stimulated ARF1 GTP hydrolysis, GDP FP detection; inhibition, % at 16.5 µM; 0.19% of 360,000 active; AID 624377, 2012; in the data active means inhibition above about 25%;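 further: 0% = vehicle with enzyme and substrate and 100% = no enzyme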
# sPLA2-III inh = human group III sPLA2 inhibitors, primary screen, biochemical, QFRET, BODIPY PC-A2 liposome substrate; Group 3 secretory phospholipase A2 (Homo sapiens), Q9NZ20; QFRET BODIPY PC-A2 liposome hydrolysis, fluorescence; inhibition, % at 12.2 µM; 0.56% of 370,000 active;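 active means inhibition above mean plus 3 SD of compounds lying within the high and low control bounds, cut at about 19% in these data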;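 further: 0% = median of test compound wells and 100% = no enzyme DMSO wells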
# Target sequence (Q9NZ20 whole entry, looked up): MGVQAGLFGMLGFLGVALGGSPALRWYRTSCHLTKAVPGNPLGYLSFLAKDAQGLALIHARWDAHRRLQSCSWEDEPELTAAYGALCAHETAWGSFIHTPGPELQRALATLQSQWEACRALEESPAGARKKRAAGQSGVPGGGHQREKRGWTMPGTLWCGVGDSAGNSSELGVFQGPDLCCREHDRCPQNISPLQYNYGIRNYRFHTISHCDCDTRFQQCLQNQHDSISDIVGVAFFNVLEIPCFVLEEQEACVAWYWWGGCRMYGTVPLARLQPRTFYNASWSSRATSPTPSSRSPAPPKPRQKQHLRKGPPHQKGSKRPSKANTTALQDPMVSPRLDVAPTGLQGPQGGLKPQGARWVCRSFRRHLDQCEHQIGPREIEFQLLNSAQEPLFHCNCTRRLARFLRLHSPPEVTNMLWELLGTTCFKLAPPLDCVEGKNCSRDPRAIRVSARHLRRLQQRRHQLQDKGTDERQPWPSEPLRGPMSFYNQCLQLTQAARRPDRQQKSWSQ
# KLK7 zymogen act = proKLK7 zymogen activators, primary screen, biochemical, fluorescence intensity. Kallikrein-7 (Homo sapiens), P49862. purified proKLK7, EDANS-DABCYL substrate fluorescence; 100% is mature enzyme control, 0% vehicle. activation, % at 7 µM. 0.9% of 370,000 active;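 active means activation above the mean of all tested compounds plus 3 SD, computed per campaign excluding outliers beyond control limits, cut at about 13% in these data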
# * hit, by the source's call; i = inactive. Compounds as they come. About 4.5% of those tested had a hit in this group.
compound,PLCg1 inh,Tn6 DDE FP,PLC-beta3 inh,NR1D1 modulator,ARFGAP1 inh,DDE Tn7 FP inh,UHRF1 MBD2 ctr,ASAP1 GAP inh,sPLA2-III inh,KLK7 zymogen act
Cc1cc(C)c(CN2CCN(C(=O)Cn3cnc4c(NCc5ccccc5)ncnc43)CC2)c(C)c1,5,-2,7,1,-9,-7,2,3,-13,0.3
Nc1cc2c(cc1Br)-c1ccccc1C2=NO,5,-1,-3,13,4,8,-1,-3,-18,0.2
Cc1nnc(NC(=O)c2cc(S(=O)(=O)N(C)C)ccc2N2CCCC2)s1,-3,8,-11,-9,4,2,0,-8,4,1.4
CC(C)(C)NC(=O)c1cccc2c1C(=O)c1ccccc1-2,-1,-7,-5,6,-1,1,0,0,4,0.1
O=Cc1ccccc1Oc1nc(N2CCOCC2)nc(N2CCOCC2)n1,3,3,-1,-3,-15,1,0,3,0,-0.4
Oc1ccc(Br)cc1-c1n[nH]c(=S)n1Cc1ccccc1,-32,3,-58,1,-3,0,1,2,6,-0.4
O=C(OCc1cccc(C(F)(F)F)c1)c1cc([N+](=O)[O-])ccc1N1CCOCC1,4,1,-1,-2,1,-1,-2,-6,3,-0.2
O=S(=O)(c1ccccc1)c1cnn2c(C(F)(F)F)cc(-c3ccc(F)cc3)nc12,-12,-2,-16,24*,11,-7,0,-3,6,-0.5
Cc1cc(Cl)ccc1OCCCC(=O)OCC(N)=O,1,-5,-2,-3,15,-5,-1,16,0,0.1
Cc1cc(C)c(C)c(S(=O)(=O)NCCCn2ccnc2)c1C,0,-4,-12,9,-2,-7,1,-1,-18,0.4

# With a hit mark in NR1D1 modulator (from the list above):
mol,PLCg1 inh,Tn6 DDE FP,PLC-beta3 inh,NR1D1 modulator,ARFGAP1 inh,DDE Tn7 FP inh,ASAP1 GAP inh,sPLA2-III inh,KLK7 zymogen act
O=S(=O)(c1ccccc1)c1cnn2c(C(F)(F)F)cc(-c3ccc(F)cc3)nc12,-12,-2,-16,24*,11,-7,-3,6,-0.5

# Continuation.
compound,PLCg1 inh,Tn6 DDE FP,PLC-beta3 inh,NR1D1 modulator,ARFGAP1 inh,DDE Tn7 FP inh,UHRF1 MBD2 ctr,ASAP1 GAP inh,sPLA2-III inh,KLK7 zymogen act
O=C(NCC(c1ccco1)N1CCCCC1)c1ccc([N+](=O)[O-])s1 (stereo unspecified),0,-10,0,-6,11,-7,2,3,1,-0.2
COc1ccc(C(=O)c2ccc(Cl)cc2)c(OC)c1OC,0,6,-7,8,3,0,16,-6,1,0.0
Cc1c(NC(=O)c2cc3c(=O)n4ccccc4nc3s2)c(=O)n(-c2ccccc2)n1C,-12,5,-20,2,-1,0,-3,0,2,0.1
Cc1ccc(-c2cn3nc(-c4ccccc4)c(-c4ccccc4)nc3n2)cc1,-137,5,-219,-4,-1,5,-3,-1,-2,-38
CC(=O)c1ccc(NC(=O)c2ccc(C)c(S(=O)(=O)N3CCOCC3)c2)cc1,-2,2,-9,-5,9,0,-2,3,-3,0.1
CCN(CC)C(=O)CSc1ccccc1N,2,0,1,0,-4,-4,-1,-10,-7,-0.3
O=c1[nH][nH]c(=O)n1-c1ccccc1,4,3,-6,6,8,1,-2,0,0,-0.7
CCC(=O)N(Cc1cc2c(C)cc(C)cc2[nH]c1=O)C1CCCCC1,6,-3,1,-3,9,8,1,-16,-5,0.2
CCNC(=O)CC1C(=O)N(c2ccccc2)C(=O)N1CCc1ccc(OC)cc1 (stereo unspecified),-2,-1,-2,2,7,3,6,5,7,0.1
CC(=C/c1ccco1)/C=N/NC(=O)CSc1nnc(SCc2ccc(C)cc2)s1,3,-1,-5,-2,5,-7,2,0,-20,0.0
COc1ccc(OCC(=O)N2CC3(C)CC2CC(C)(C)C3)cc1 (stereo unspecified),-1,5,-2,-6,-7,5,-2,-2,-2,-0.7
C/C(=N\N=C\c1ccccc1)c1nnn(-c2nonc2N)c1C,5,-6,2,8,5,-13,-2,1,2,-0.5
CCc1ccccc1NC(=O)CN1CCN(CC(=O)Nc2ccc3c(c2)OC2(CCCCC2)O3)CC1,-2,-3,-2,-7,2,-3,0,-2,-3,-0.2
CCOc1ccc(-c2cc(CCCC(=O)NCc3cccnc3)no2)cc1,0,-1,-2,-1,-5,1,2,-3,8,0.2
COC(=O)c1c(C)[nH]c(O)c1C=Nc1ccc(C(C)C)cc1,-12,0,-19,-1,-9,-13,-2,2,-15,-0.3
CCOc1ccc(C(C)=O)cc1CN1c2ccc(S(N)(=O)=O)cc2CC1C (stereo unspecified),-2,-2,-4,-2,3,0,0,-3,-1,-0.1
COc1ccc(-n2c(=O)c(CCC(=O)N(C)Cc3cccs3)nc3ccccc32)cc1,-17,5,-17,0,-10,6,-1,-5,-1,0.9
Cc1cccc(C(=O)Nc2nnc(-c3ccncc3)o2)c1,0,-4,-9,11,0,-4,3,-8,-5,0.1
Cc1cccc(NS(=O)(=O)c2ccc(NC(=O)CN(c3cc([N+](=O)[O-])ccc3C)S(C)(=O)=O)cc2)c1,2,11,3,3,5,-8,0,9,-106,0.6
CC(C)(C)NC(=S)NCc1ccco1,-8,3,-7,-6,0,5,0,-3,11,-0.8
COc1cc(/C=C(\C#N)c2nc3ccccc3[nH]2)cc(OC)c1O,-148,-16,-160,31*,14,-18,-10,2,-14,1.4
CSCCC(NS(=O)(=O)c1c(Cl)cccc1Cl)C(=O)O (stereo unspecified),-1,-1,-4,2,-3,1,5,-13,5,0.6
O=C(CS(=O)(=O)c1ccccc1)Nc1nnc(C(F)(F)F)s1,1,-10,-7,-4,8,0,0,6,-5,0.4
Cc1cc(=O)oc2c(CN3CCOCC3)c(O)ccc12,i,-3,i,-4,-1,-3,0,-7,-1,100*
CN(C)CC/C=C1\c2ccccc2CSc2ccccc21,2,8,-3,-2,-2,-2,3,-3,7,0.4
CN(c1ccccc1)c1nc(N)c([N+](=O)[O-])c(Nc2ccccc2)n1,7,0,6,2,2,-3,2,9,-4,-0.2
O=C(c1ccc2ccccc2c1)N1CCCC1,-1,-4,-4,1,-1,-4,0,5,3,0.1
O=C(NCCc1ccc(Cl)cc1Cl)c1ccc2nc[nH]c2c1,5,-6,0,0,7,1,2,-9,-2,0.0
Cc1nn2c(-n3ccnc3)c3c(nc2c1-c1ccccc1)CCC3,-3,-2,-2,-3,-10,1,3,-7,3,0.5
COc1ccccc1-c1noc(CCC(=O)NC2CCCCC2)n1,1,3,-9,3,10,2,0,-6,3,0.1
CC1(C)CC(=O)C(C(c2ccco2)C2C(=O)CC(C)(C)CC2=O)C(=O)C1,-3,0,-9,3,-3,-7,-1,1,3,-0.3
COc1cccc(NS(=O)(=O)c2ccc(OC)c(OC)c2)c1,1,-10,1,-1,8,-1,-2,10,-6,-0.4
CCOC(=O)c1c(-c2ccc(F)cc2)csc1NC(=O)c1c(-c2ccccc2)noc1C,1,1,3,20,-2,8,-1,-6,5,-0.1
CCCCOC(=O)Nc1nnc(CCc2ccccc2)s1,-3,2,-2,-3,13,2,1,4,-5,-5.0
Cc1nc2ncnn2c(C)c1CCC(=O)Oc1ccccc1,3,-2,2,-4,-10,3,-3,-8,5,-0.8
Cc1cccc(C(=O)Nc2nnc(S(=O)(=O)N(C)Cc3ccco3)s2)c1,-45,4,-79,-6,-1,-3,-2,-1,-12,0.1
COc1ccc(S(=O)(=O)NCc2ccccn2)cc1Br,8,5,3,-1,-1,2,4,13,6,-0.1
N#CCCN(Cc1cccs1)C(=O)Nc1ccccc1,-2,3,-4,4,4,4,-4,0,-4,0.5
COc1cc2nc(N3CCN(c4cc(C)ccc4C)CC3)nc(N)c2cc1OC,-22,0,-33,3,3,-3,2,8,-25,0.8
COc1ccc(N2CCN(CCCn3c(=S)[nH]c4ccccc4c3=O)CC2)cc1,3,5,-3,-1,2,4,2,4,11,-0.2
Cc1ccc2c(c1)N(C(=O)CCC(=O)N1CCN(c3ccccn3)CC1)CCO2,-5,-2,-3,-3,5,6,1,15,11,-0.1
O=S(=O)(Nc1ccc(Br)cc1)c1cccc(NC(=S)NCCN2CCOCC2)c1,0,-6,-1,5,1,3,-4,-7,-24,0.3
CC(=O)c1c(C)n(CC(=O)NCc2ccc3c(c2)OCO3)c2ccccc12,11*,-7,-5,-1,10,-4,1,11,2,-0.4
O=C(N/N=C/c1ccc(O)cc1O)c1ccncc1,-18,-3,-33,-2,9,2,-1,7,-2,-4.3
Cc1cccc(C(=O)OCC(=O)NC(=O)c2ccccc2)c1O,0,1,-6,-2,-7,1,2,-11,10,0.2
CCCSc1n[nH]c(NC(C)=O)n1,2,-2,0,18,4,3,3,18,11,0.0
COCCNC(=S)N1CCN(c2nc(-c3ccc(Cl)cc3)cs2)CC1,5,3,-7,2,8,-4,-1,10,5,1.0
C=CCN1C(=O)/C(=C/c2cccs2)S/C1=N\S(=O)(=O)c1ccc(F)cc1,1,-2,4,-6,-9,2,-1,-21,-1,0.5
COc1cc2c(cc1OC)[C@@H](NC(=O)C(C)C)[C@H](OCc1ccccc1)C2,-2,-4,-2,2,-6,1,3,13,10,0.5
Cc1cc(NC(=O)CSc2cn(CC(=O)N(C(C)C)C(C)C)c3ccccc23)no1,12*,-3,-4,2,-3,0,-4,-20,5,0.3

# More structures.
compound,PLCg1 inh,Tn6 DDE FP,PLC-beta3 inh,NR1D1 modulator,ARFGAP1 inh,DDE Tn7 FP inh,UHRF1 MBD2 ctr,ASAP1 GAP inh,sPLA2-III inh,KLK7 zymogen act
Cc1cc(C(=O)CN2C(=O)C(=O)N(CC(C)C)C2=O)c(C)n1-c1ccccc1F,-2,-8,3,-1,9,-6,0,-7,-11,0.5
CC1(C)CN(CCc2ccccc2)C(=O)[C@H]1CC(=O)Nc1ccc(Br)cc1,5,-2,2,-6,-9,0,3,0,9,1.3
O=C(NNC(=O)c1c(F)cccc1F)c1ccccc1-n1cccc1,0,-8,-4,-2,-1,10,5,6,5,-0.4
COC(=O)/C(C#N)=C/c1ccc(C)o1,6,-2,-5,-2,25*,-1,7,7,12,0.3
